Source: PubChem BioAssay (several laboratories)
p-CIP stab down: p/CIP protein destabilization | Q05BA5 | F442A p/CIP-EGFP cells, EGFP fluorescence, 16 h | decrease of EGFP signal, % at 10 µM | 0.01% of 290,000 active | AID 1984;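 active = EGFP signal decrease of at least 30% at 10 µM or well 3 SD below plate mean, unless failing retest; inactive = the rest, including hits failing retest or dose response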; also: some compounds called inactive have numbers as strong as hits; many of its hits are not listed in these tables
IDE cell activ: activators of human insulin-degrading enzyme in cells | P14735 | HEK cells, FAbeta-B cleavage, fluorescence polarization; 0% vehicle, 100% cell-free pure enzyme wells | activation, % at 5.96 µM | 0.073% of 340,000 active | AID 493087;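 active = activation above the mean of all tested compounds plus 3 SD, set per screening campaign, cut at about 17% in these data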
MEKK3 PB1 HTS: MEKK3-MEK5 PB1 interaction, increase or decrease. bead-based flow cytometry, Alexa488-MEK5 binding to MEKK3; actives lie on both sides; 0 = blocked by unlabeled MEK5, 100 = vehicle. 1.4% of 290,000 active. Q99759. binding response (% of control), % at 10 µM;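 active = binding response more than 3 SD above or below the average of its plate-row segment, actives on both sides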;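 also: Alexa488 bead fluorescence after subtracting the streptavidin-only scavenger bead signal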
Target sequence (Q99759 whole entry, looked up): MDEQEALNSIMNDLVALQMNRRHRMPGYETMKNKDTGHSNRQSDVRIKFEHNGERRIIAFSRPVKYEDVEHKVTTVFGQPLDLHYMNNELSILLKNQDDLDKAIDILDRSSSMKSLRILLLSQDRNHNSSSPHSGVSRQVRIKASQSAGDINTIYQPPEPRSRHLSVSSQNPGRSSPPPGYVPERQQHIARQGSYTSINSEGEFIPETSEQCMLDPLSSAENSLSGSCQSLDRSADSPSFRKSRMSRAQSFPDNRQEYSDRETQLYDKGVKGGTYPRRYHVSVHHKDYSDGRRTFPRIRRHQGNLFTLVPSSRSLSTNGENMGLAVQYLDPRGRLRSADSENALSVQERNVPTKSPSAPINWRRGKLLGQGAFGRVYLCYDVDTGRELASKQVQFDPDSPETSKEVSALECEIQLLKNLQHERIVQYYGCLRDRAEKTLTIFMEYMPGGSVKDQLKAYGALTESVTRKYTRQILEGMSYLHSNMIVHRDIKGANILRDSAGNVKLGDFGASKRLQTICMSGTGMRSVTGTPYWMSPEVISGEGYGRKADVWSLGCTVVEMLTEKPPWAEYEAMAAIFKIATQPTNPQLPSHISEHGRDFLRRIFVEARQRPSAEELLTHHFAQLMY
IDE cell inh: inhibitors of human insulin-degrading enzyme in cells; P14735; HEK cells, FAbetaB cleavage, fluorescence polarization; inhibition, % at 5.59 µM; 0.41% of 320,000 active;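 active = percent inhibition above the average of all tested compounds plus 3 SD, set per screening campaign, cut at about 16% in these data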;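 also: IDE supplied by intact live HEK cells; FP after avidin binding of uncleaved biotin substrate so inhibition keeps polarization high; 0% = DMSO wells and 100% = 60 µM reference IDE inhibitor Ii1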
PfM18AAP inh: PfM18AAP enzyme inhibition | inhibition, % at 7.35 µM | recombinant PfM18AAP, H-Glu-NHMec fluorogenic cleavage | AID 1822 | 1.2% of 290,000 active;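 active = inhibition above the campaign mean inhibition over all tested compounds plus 3 SD, cut at about 28% in these data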;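 also: 0% = plate median of test compound wells and 100% = 2 mM ZnCl2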
UBC9 SUMO inh: inhibitors of human SUMOylation (UBC9) | P63279 | HTRF SUMOylation assay, SAE1/SAE2 + UBC9, in vitro | inhibition, % at 35 µM | 0.36% of 290,000 active; in the data active = inhibition above about 50%, passing the limit was not always enough; also: strong numbers were not always called active
Target sequence (P63279 whole entry, looked up): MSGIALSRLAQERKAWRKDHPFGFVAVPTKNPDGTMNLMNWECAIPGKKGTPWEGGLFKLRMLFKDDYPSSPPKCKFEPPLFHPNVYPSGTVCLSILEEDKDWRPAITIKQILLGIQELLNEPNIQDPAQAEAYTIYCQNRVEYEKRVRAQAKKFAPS
NALP1 yeast inh: NALP1 inhibition; 0.61% of 280,000 active; inhibition, % at 10 µM; S. cerevisiae NALP1/ASC/caspase-1 growth, X-gal OD620, 72 h; AID 2071; in the data active = inhibition mostly above about 24%, no sharp cut-off; inactive = mostly below about 32%; also: some compounds called inactive have numbers as strong as hits
MEKK2wt PB1 HTS: raises or lowers MEK5 binding to wildtype human MEKK2 PB1 domain; bead flow cytometry, Alexa488-MEK5 binding to MEKK2 WT; actives lie on both sides; binding response (% of control), % at 10 µM; 1.1% of 290,000 active; Q9Y2U5; in the data active = binding response below about 67% or above about 130%
MEKK2mut PB1 HTS: signal of MEK5 binding to mutant human MEKK2 PB1 domain; bead flow cytometry, Alexa488-MEK5 binding to MEKK2 mutant; percent response, % at 10 µM; 0.35% of 290,000 active; in the data active = percent response above about 24%, passing the limit was not always enough; also: inactives centre near 1; some results filed as inactive read as strong as hits; reference of the scale not given here
Active calls of the source: *; . = no result given.

SMILES	p-CIP stab down	IDE cell activ	MEKK3 PB1 HTS	IDE cell inh	PfM18AAP inh	UBC9 SUMO inh	NALP1 yeast inh	MEKK2wt PB1 HTS	MEKK2mut PB1 HTS
Cc1c(NS(=O)(=O)c2cc(C(=O)OCC(=O)N3CCC(C)CC3)ccc2Cl)c(=O)n(-c2ccccc2)n1C	-21	3	112	5	-1	4	2	114	1
O=S(=O)(c1ccccc1)N(CC1CO1)c1cccc2ccccc12 (stereo not drawn)	-11	.	102	3	-7	-3	-29	92	-8
Cc1ccc(S(=O)(=O)N2CCC(C(N)=O)CC2)cc1[N+](=O)[O-]	1	1	96	-3	-13	18	16	101	1
Cc1ccc(CC(=O)N2CCC(c3nc4c(nnn4Cc4ccccc4)c(=O)[nH]3)CC2)cc1	7	3	101	2	-1	-13	-67	103	6
O=C(C1CCC(=O)N(C2CCCC2)C1)N1CCN(Cc2cccc(F)c2)CC1 (stereo not drawn)	-8	-3	98	5	2	-2	-4	97	1
O=C(NCc1ccccc1)C1=C[C@H](c2coc3ccccc3c2=O)C[C@H](OCCCCO)O1	-1	0	105	9	-1	0	-8	98	2
O=S(=O)(NC(=NC1CCCCC1)c1ccccc1)c1ccccc1	-8	3	102	4	-3	3	-6	106	6
O=S(=O)(Nc1ncccn1)c1ccc(NC(=S)NCCc2ccc(Cl)cc2)cc1	-13	0	90	2	-8	-4	17	90	-8
CNCCCOc1cccc(OC(C)C)c1	-8	-6	.	-1	17	12	11	.	.
Cc1onc(-c2ccccc2Cl)c1C(=O)NC(=S)NCCc1ccccc1	2	4	104	1	-12	-15	20	91	-2

Entries from the list above containing a carbonyl joined to an NH by a bond outside any ring:
SMILES	p-CIP stab down	IDE cell activ	MEKK3 PB1 HTS	IDE cell inh	PfM18AAP inh	UBC9 SUMO inh	NALP1 yeast inh	MEKK2wt PB1 HTS	MEKK2mut PB1 HTS
Cc1ccc(S(=O)(=O)N2CCC(C(N)=O)CC2)cc1[N+](=O)[O-]	1	1	96	-3	-13	18	16	101	1
O=C(NCc1ccccc1)C1=C[C@H](c2coc3ccccc3c2=O)C[C@H](OCCCCO)O1	-1	0	105	9	-1	0	-8	98	2
Cc1onc(-c2ccccc2Cl)c1C(=O)NC(=S)NCCc1ccccc1	2	4	104	1	-12	-15	20	91	-2

Next records
SMILES	p-CIP stab down	IDE cell activ	MEKK3 PB1 HTS	IDE cell inh	PfM18AAP inh	UBC9 SUMO inh	NALP1 yeast inh	MEKK2wt PB1 HTS	MEKK2mut PB1 HTS
Cc1cccc(CSc2nncc(=O)[nH]2)c1	-10	-2	98	8	-4	19	16	98	0
COc1ccccc1NC(=O)CN1C(=O)C(C)SC(C)C1=O (stereo not drawn)	-18	5	82	2	-2	1	17	101	-1
CC(C)OCC(O)CN1CCN(CC(O)COc2ccc3c(c2)OCO3)CC1 (stereo not drawn)	-13	1	102	7	-6	22	25	104	0
C=CCNC(=O)C1=NOC(CNC(=O)c2c(-c3ccccc3Cl)noc2C)C1 (stereo not drawn)	2	-1	88	-2	1	12	23	96	-2
COc1ccc(S(=O)(=O)Nc2nc3ccccc3nc2NCc2ccc3c(c2)OCO3)cc1	-12	0	126	4	-7	-9	11	108	1
CC1(C)CC(NC(=O)C2CCCCC2)CC(C)(C)N1	-16	3	108	.	-2	6	2	102	11
COc1ccccc1NC(=S)NCCSc1ccc(Cl)cc1	-2	-5	114	2	-4	-8	17	106	1
C[N+](C)(C)CCN(Cc1ccc(Cl)cc1)c1ccccn1	-14	6	108	-1	3	10	0	113	3
N#CCCCSc1nnc(-c2ccccn2)o1	-4	-1	97	9	-6	15	1	100	-2
Cc1ccc(CS(=O)(=O)CCC(=O)NCc2ccccn2)cc1	-1	-1	103	9	-20	-1	9	103	13
COc1ccc(N(CC(=O)NC2CCCCCC2)S(=O)(=O)c2ccccc2)cc1Cl	5	-1	106	-1	-4	-9	12	103	4
COC(=O)c1c(N(S(C)(=O)=O)S(C)(=O)=O)sc2c1CCN(c1ncc(C(F)(F)F)cc1Cl)C2	5	-1	101	9	20	-13	30	96	1
COc1ccc(N(Cc2cc3cc(OC)ccc3[nH]c2=O)S(=O)(=O)c2ccc(NC(C)=O)cc2)cc1	-39	-5	99	3	8	22	4	97	0
Cc1ccc(C(=O)c2ccc([N+](=O)[O-])cc2)cc1	3	-2	109	5	11	-8	18	104	3
COC(=O)C1(CCSC)NC(c2ccc(OC)cc2OC)C2C(=O)N(c3cccc(C(C)=O)c3)C(=O)C21 (stereo not drawn)	8	2	101	-4	4	-2	6	110	7
Cc1ccc2c(C)c(C(=O)N3CCC(O)(c4ccccc4)CC3)oc2c1C	-1	-1	104	2	-1	8	13	104	8
CCCCOC(=O)Nc1nc(C)c(C(=O)OCC)s1	-2	4	105	-3	3	9	17	109	2
CCn1c(=O)cc(OCC(=O)Nc2ccccc2C#N)c2ccccc21	3	-4	106	6	0	5	36	101	1
O=C(Nc1ccc(Cl)cn1)c1cc(S(=O)(=O)N2CCCCC2)ccc1Cl	-5	1	95	3	0	-3	24	90	-1
Cc1ccc(-c2ccc(=O)n(Cc3cc(C)ccc3C)n2)cc1	-10	4	107	.	-4	-2	17	106	6
COc1ccc(S(=O)(=O)N(CCCN2CCCC2=O)Cc2cc3cc(C)c(C)cc3[nH]c2=O)cc1	-2	3	105	.	4	-11	12	106	12
Cc1cc(NC(=O)c2ccoc2C)no1	-5	-2	109	3	-12	2	3	106	3
COc1ccc(CC2(CO)CCN(Cc3cnn(-c4ccccc4)c3)CC2)cc1	-1	5	103	-2	-2	1	-4	109	-13
CC1Cc2ccccc2N1C(=O)COC(=O)c1ccc(O)cc1 (stereo not drawn)	-24	8	102	2	11	0	16	100	0
CCOC(=O)N1CCC(NC(=O)CCc2c(C)nc3nc(C)nn3c2C)CC1	0	10	.	0	-14	6	-11	.	.
CC(C)(C)c1cc(NCCCn2ccnc2)n2ncc(-c3ccc(Cl)cc3)c2n1	4	6	98	2	0	-47	14	157*	37*
CC(OC(=O)c1cc2sccc2n1C)C(=O)NCc1cccs1 (stereo not drawn)	0	3	102	0	4	-11	7	98	1
Cc1nn(-c2ccc(C(F)(F)F)cn2)c(C)c1Oc1ccccc1O	1	2	106	4	5	-8	-9	100	1
CC(C)(C)OC(=O)N1CCC[C@H]1c1nnc(SCc2ccccc2F)o1	-3	-5	103	-1	-7	4	-10	101	8
CC(C)N=c1scc(-c2ccco2)n1/N=C/c1ccc(O)c(O)c1	-13	7	106	0	45*	-9	5	107	5

The closing 2 compounds of the part before lead into the next:
SMILES	p-CIP stab down	IDE cell activ	MEKK3 PB1 HTS	IDE cell inh	PfM18AAP inh	UBC9 SUMO inh	NALP1 yeast inh	MEKK2wt PB1 HTS	MEKK2mut PB1 HTS
CC(C)(C)OC(=O)N1CCC[C@H]1c1nnc(SCc2ccccc2F)o1	-3	-5	103	-1	-7	4	-10	101	8
CC(C)N=c1scc(-c2ccco2)n1/N=C/c1ccc(O)c(O)c1	-13	7	106	0	45*	-9	5	107	5
COC(=O)c1cc2oc(C)cc2n1CC(=O)N1CCCc2ccccc21	1	-1	.	0	6	3	21	.	.
Cc1cccc(/C=C2\CCC(C3CCCC3)C2=O)c1 (stereo not drawn)	-8	-5	112	-6	-6	-6	38	108	7
Cc1c(C(=O)NN)nc2ccccn12	5	3	99	-2	-6	-8	4	101	16
Cn1c(=O)c2c(nc(N3CCNCC3)n2Cc2ccccc2Cl)n(C)c1=O	3	3	96	-6	6	1	20	80	-13
CCCC(=O)Nc1nnc(SCC(=O)N2C(C)CCCC2C)s1 (stereo not drawn)	-2	-2	.	1	5	-1	6	.	.
O=C(NCCCc1nc2ccccc2[nH]1)c1ccco1	-5	2	102	9	14	-2	-6	99	-2
COCCn1c(=NC(=O)c2ccccc2[N+](=O)[O-])sc2cc(S(C)(=O)=O)ccc21	-2	3	130	2	10	2	18	101	-1
Cc1nc2sc3c(c2c(=O)[nH]1)CCCCC3	4	-7	93	-5	4	20	16	95	-17
Cn1c(=O)oc2cc(S(=O)(=O)NCCC(=O)NCCc3ccc(Cl)cc3)ccc21	-6	-6	102	-5	5	14	5	114	8
Cc1ccc(C)c(NC(=O)CSc2n[nH]c(-c3ccccn3)n2)c1	-10	-8	97	-1	-11	-10	-10	98	-7
CCO[C@@H]1OC(C(=O)NCc2nc3ccccc3[nH]2)=C[C@H](c2ccc(C(F)(F)F)cc2)[C@H]1CCCO	-10	-2	96	0	-1	-7	2	91	2
CCOc1ccc(N(CC(=O)N2CCc3ccccc32)S(=O)(=O)c2c(C)noc2C)cc1	-5	5	116	-1	5	-6	-6	115	6
S=c1[nH]nc(-c2cc(-c3ccsc3)n[nH]2)n1-c1cccc2ccccc12	-13	-7	104	2	7	-4	-4	98	1
O=C(CSc1ncn[nH]1)Nc1ccc2c(c1)OCCO2	-7	-3	95	5	-12	17	11	97	-3
COc1ccc2[nH]c(=O)c(C(c3nnnn3C3CCCCC3)N3CCN(C)CC3)cc2c1 (stereo not drawn)	6	-4	98	6	-1	13	15	97	0
COc1cccc(NC(=O)CSc2nnc(-c3cc(-c4ccccn4)nc4ccccc34)o2)c1	-5	-3	104	-1	2	2	20	103	11
COCC(C)n1c(SCc2cc(=O)n3cc(C)ccc3n2)nc2ccccc2c1=O (stereo not drawn)	6	4	78	2	-3	12	4	85	-3
O=C(C1CCN(Cc2cccs2)CC1)N1CCN(Cc2ccc3c(c2)OCO3)CC1	4	4	89	-7	-6	20	-3	80	-14
NS(=O)(=O)c1ccc(CNC(=O)c2ccccn2)cc1	-8	4	102	-2	0	6	18	107	-1
Nc1c(-c2ccccc2)c(CN2CCOCC2)nn1-c1ccc(F)cc1	3	-2	103	4	-2	-5	12	108	13
CCN(CC)S(=O)(=O)c1cccc(C(=O)NCC(=O)OCC(=O)NCc2ccccc2)c1	-4	4	105	9	-1	5	6	101	1
COc1cccc(NC(=O)Nc2cc(C)ccc2F)c1	3	8	87	-3	-1	-23	9	89	-9
Cc1ccccc1-n1c(-c2cccnc2)n[nH]c1=S	-12	2	97	3	18	17	-13	94	3
CNCCCC1Sc2ccccc2Oc2ccccc21 (stereo not drawn)	-5	4	108	5	7	-13	12	109	9
COc1ccc(NC(=O)C(F)(F)F)cc1OC	0	2	99	6	-1	8	6	99	3
CNC(=S)N1N=C(c2ccc(Br)cc2)CC1c1ccc(N(C)C)cc1 (stereo not drawn)	-5	-3	97	6	4	-8	12	88	-5
CCOc1ccc(-c2nnc3n2N=C(c2ccc(OC)cc2)CS3)cc1	-1	3	107	-1	1	-7	44	106	0
CNC(=O)CC1C(=O)N(C)C(=S)N1NC(=O)c1ccc(Cl)cc1 (stereo not drawn)	-5	-2	97	7	8	15	5	97	1
O=c1[nH]c(C2CCN(S(=O)(=O)c3ccc(C(F)(F)F)cc3)CC2)nc2c1nnn2Cc1ccccc1	-9	-2	100	-4	0	-5	14	97	-1
COc1nc(Nc2cccc(C(F)(F)F)c2)nc(OC)n1	9	4	102	3	9	22	7	104	2
Cc1cc(C)cc(-n2ncc3c2CCCC3NC(=O)c2cc(C)oc2C)c1 (stereo not drawn)	6	2	94	7	-4	-5	5	92	-3
CC(C)c1ccccc1NC(=S)N(C)C	1	10	95	9	0	10	18	91	-8
COc1ccc(-c2cc(-c3ccc(N)cc3)nc(N)c2C#N)cc1OC	-31	-1	103	2	3	37	8	97	-8
Cc1ccc(Cn2nnnc2CN2CCC(c3nc4ccc(Cl)cc4[nH]3)CC2)cc1	-13	-6	.	1	-10	-15	45	.	.
Cc1nn(-c2nc3ccccc3s2)c(N)c1-c1ccc(Cl)cc1	8	6	100	-3	0	-14	21	95	5
CCOc1ccc(NC(=O)c2cc(=O)[nH]c3ccccc23)cc1	-16	1	106	.	2	9	6	108	0
O=C(CCN1C(=O)COc2ccccc21)NCCC1=CCCCC1	-9	4	102	-3	-3	-2	-4	103	4
Cc1ccc2nc(NCCc3ccccc3)c3nncn3c2c1	-10	2	98	.	0	10	4	98	-2

Some of the compounds tested; rates above refer to the full screens.
